# Screening data (PubChem)
# PDI inh: inhibitors of human PDI, primary screen, biochemical, turbidity, single point, plate reader. PDI insulin aggregation turbidity, A650, 90 min. inhibition, % at 10 µM. hit rate 0.052% among 350,000;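 active means mean inhibition across replicates of 30% or more, whatever share of single replicates reach that level; inconclusive means mean inhibition below 30% while every single replicate reaches 30%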;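 further: absorbance from insulin aggregation driven by PDI reduction with DTT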
# Target sequence (P07237 whole entry, looked up): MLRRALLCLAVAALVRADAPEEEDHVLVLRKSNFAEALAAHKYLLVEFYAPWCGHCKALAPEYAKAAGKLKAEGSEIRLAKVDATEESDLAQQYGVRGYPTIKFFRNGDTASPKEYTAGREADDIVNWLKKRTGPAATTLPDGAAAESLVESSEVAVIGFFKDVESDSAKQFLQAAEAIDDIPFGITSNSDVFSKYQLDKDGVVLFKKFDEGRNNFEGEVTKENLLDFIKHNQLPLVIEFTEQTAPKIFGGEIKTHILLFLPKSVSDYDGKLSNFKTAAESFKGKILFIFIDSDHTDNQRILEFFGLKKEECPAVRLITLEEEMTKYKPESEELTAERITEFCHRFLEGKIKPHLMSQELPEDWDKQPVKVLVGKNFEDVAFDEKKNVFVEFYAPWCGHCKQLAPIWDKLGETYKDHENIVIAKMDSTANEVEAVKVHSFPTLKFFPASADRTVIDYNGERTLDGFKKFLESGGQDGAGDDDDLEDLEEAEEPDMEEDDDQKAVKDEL
# Vif imaging: HIV Vif self-association inhibitors, primary screen, imaging, HEK293T, single point. hit rate 0.35% among 340,000. inhibition, % at 7.49 µM. HEK293T cells, Vif self-association by quenched fluorescence, 24 h; in the data active means inhibition above about 50%, passing the limit was not always enough; inconclusive means no clear call, values can overlap the other calls; inactive means below about 31%; further: some results filed as inactive read as strong as hits
# HIF-2a inh: HIF-2a reporter inhibitors, primary screen, luminescence, 786-0 RCC cells | AID 624352, 2012 | 786-0 RCC cells HIF-2a reporter, luciferase luminescence, overnight | inhibition, % at 18.8 µM | hit rate 0.72% among 360,000;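 active means inhibition of the luminescence signal of 40% or more relative to plate controls, in a single-dose primary screen at 18.75 µM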
# NR2E3 ag-1: NR2E3 agonists in two-hybrid cells, primary screen, cell-based, luminescence, CHO-S, Gal4-NCOR/VP16-NR2E3; Photoreceptor-specific nuclear receptor (Homo sapiens), Q9Y5X4; luciferase; inhibition of corepressor binding, % at 3.98 µM; hit rate 0.35% among 360,000; AID 602229, 2012;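 active means inhibition above the mean of all tested compounds plus 3 SD, cut at about 70% in these data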;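 further: 0% = DMSO with NR2E3 transfected cells and 100% = cells lacking NR2E3 construct; higher means lower luciferase signal from less NR2E3 corepressor binding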
# Target sequence (Q9Y5X4 whole entry, looked up, the tested form may be a part): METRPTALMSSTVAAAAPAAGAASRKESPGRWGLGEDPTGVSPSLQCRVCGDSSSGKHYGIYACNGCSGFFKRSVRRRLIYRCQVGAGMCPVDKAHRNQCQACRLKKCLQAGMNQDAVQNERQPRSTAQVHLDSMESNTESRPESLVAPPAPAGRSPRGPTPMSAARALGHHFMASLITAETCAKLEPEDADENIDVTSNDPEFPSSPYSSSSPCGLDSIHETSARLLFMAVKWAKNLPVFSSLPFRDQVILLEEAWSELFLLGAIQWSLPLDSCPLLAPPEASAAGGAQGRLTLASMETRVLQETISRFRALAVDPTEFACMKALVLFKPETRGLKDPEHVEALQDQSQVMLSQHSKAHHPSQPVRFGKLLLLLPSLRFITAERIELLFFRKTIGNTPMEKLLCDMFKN
# Granule exo inh: LAMP-1 surface exposure blockers, TALL-104 cells – cell-based, flow cytometry, MLPCN library, primary screen. TALL-104 LAMP-1 surface exposure; cells stimulated with thapsigargin and PMA. inhibition, % at 10 µM. hit rate 0.66% among 360,000;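 active means inhibition above about 55%, limit read from the data; inconclusive means no clear call, values can overlap the other calls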
# NR2E3 ag-2: inhibitors of NR2E3-RetCOR corepressor binding, primary screen, NR2E3 agonist project, biochemical, TR-FRET, GST-NR2E3, biotin-RetCOR; 1536-well; inhibition of corepressor binding, % at 4.78 µM; hit rate 0.12% among 320,000; AID 2300, 2010;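 active means percent inhibition above the cutoff of mean plus 3 SD of all tested compounds, set per screening campaign, cut at about 20% in these data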;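 further: 0% = DMSO wells and 100% = biotin wells as full block of FRET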
#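 Material: NR2E3–RetCOR corepressor complex | Quantity: 1.35 nM GST-tagged NR2E3 final | Schedule: 5 h at 4 °C | Replication: Singlicate compound wells | Reagent: RetCOR corepressor, biotinylated, 7 nM | Controls: Biotin wells as high control, 0.6% DMSO wells as low control | Signal: TR-FRET, Eu(K)-anti-GST donor, streptavidin-D2 acceptor, ex 340, em 617/671 nm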
# TRPM1 prom inh: inhibitors of MITF-dependent TRPM1 promoter reporter, primary screen, cell-based, SK-MEL-5, single point, luciferase; SK-MEL-5 TRPM1 promoter luciferase, 24 h; inhibition, % at 12.5 µM; hit rate 0.83% among 330,000;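 active means mean inhibition across replicates of 60% or more, whatever share of single replicates reaches that level; inconclusive means some that reach 60%, reason not given; inactive means mean inhibition across replicates below 60%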; further: values of inactives mirror those of a sister screen read the other way
# aDG glyco up: activators of alpha-DG glycosylation, primary screen, uHTS, Pro5-aDG cells, AlphaScreen; activation, % at 10 µM; alpha-DG glycosylation AlphaScreen (IIH6); 0% Pro5, 100% B10-LARGE cell signal; hit rate 0.22% among 360,000;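 active means activation of at least 8% versus controls, or a plate z-score of at least 8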;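 further: Pro5 are CHO cells carrying HIG-tagged alpha-DG that lacks glycosylation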
# Peg3 prom inh: Peg3 promoter-driven luciferase inhibitors, primary screen, cell-based, HeLa, luciferase luminescence; HeLa PEG-Prom luciferase reporter, overnight; inhibition, % at 20 µM; hit rate 1.7% among 360,000;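 active means inhibition of at least 50% at 20 µM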
# CaV13 FRET inh: Primary screen for inhibitors of IQ motif and Ca2+-dependent inactivation inhibitor domain binding in CACNA1D, Förster resonance energy transfer in living cells, …. HEK cells, CFP/YFP FRET ICDI-IQ, plate reader, 10 min; percent FRET-ratio fall versus neutral wells. inhibition, % at 12.3 µM. hit rate 0.098% among 340,000;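 active means mean replicate inhibition of at least 30% and at least 1% of replicates passing that level; inconclusive means only one of the two criteria is met; inactive means neither criterion is met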;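 further: 0% = median of the neutral control wells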
# hiPSC survival: enhancers of single-cell hiPSC survival, primary screen, ATPlite luminescence. hit rate 0.044% among 360,000. AID 602274, 2012. 100% = ROCK inhibitor wells, 0% = DMSO. survival enhancement, % at 20 µM; in the data active means survival enhancement above about 18%;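 further: cells exposed to compounds for 16 hours before the ATP read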
# Starred values were filed as active, the others as inactive; ? = inconclusive; . = no result given. Compounds as they come; 3.5% or so of the library scored in one or more.
item	Compound	CaV13 FRET inh	TRPM1 prom inh	NR2E3 ag-2	NR2E3 ag-1	Granule exo inh	PDI inh	Vif imaging	aDG glyco up	hiPSC survival	Peg3 prom inh	HIF-2a inh
1	CC(C)(C)c1cccc(Cn2nnc3ccccc32)c1O	-5	4	1	62	28	-2	-31	1.5	4.7	4	3
2	CCOc1cc(CNc2ccc3c(c2)OCCO3)cc(Br)c1OCC(N)=O	.	-2	1	-12	-1	-8	6	0.3	1.7	-8	-3
3	COc1cccc2cc(C(=O)NCc3ccccc3Br)c(=O)oc12	-5	-15	1	6	2	0	-5	-0.4	-0.3	-48	-98
4	Cc1ccc(OCCC(=O)OCC(=O)N2CCN(S(=O)(=O)c3ccc(Cl)cc3)CC2)cc1	-18	13	4	-46	-9	7	-1	0.0	0.3	-16	12
5	CCOc1cc(NC(=S)NCCCN2CCOCC2)c(OCC)cc1NC(=O)CC(C)C	-4	14	-2	-8	0	-1	6	-0.1	-0.8	13	14
6	CC(OC(=O)Cc1n[nH]c(=O)c2ccccc12)C(=O)Nc1ccc(F)cc1 (configuration not stated)	-6	0	1	-6	0	3	-3	-0.2	-0.6	7	18
7	CC(=O)c1cn(C)c(=O)n(C)c1=O	-19	-6	2	-7	-3	2	1	-0.1	0.1	21	14
8	CN(C)NC(=S)NC1CC2CCC1C2 (configuration not stated)	-4	6	4	5	-2	4	-2	-0.1	0.2	-1	19
9	Cc1onc(-c2ccccc2)c1C(=O)OCC(=O)Nc1cc(S(=O)(=O)N2CCOCC2)ccc1Cl	-6	5	-1	-2	16	-1	-7	0.2	-0.4	19	25
10	OC(COc1ccc(OCC(O)CN2CCN(Cc3ccccc3)CC2)cc1)CN1CCN(Cc2ccccc2)CC1 (configuration not stated)	-16	.	-2	-2	7	5	0	2.9	-0.8	0	7
11	CCC(=O)NC(=Nc1nc2ccccc2s1)NC(=O)CC	-6	-59	0	-97	1	-8	.	0.1	2.3	-327	-235
12	COc1ccc(N/C=C\C(=O)c2ccc(Br)cc2)cc1OC	-5	-38	-3	-22	0	-6	2	-0.1	3.6	-164	-208
13	CCOC(=O)C1(Cc2cccc(F)c2)CCN(C(=O)COC)CC1	-6	-8	2	0	-3	-3	1	0.1	-0.2	-8	-21
14	Cc1ccc2nc(NC(=O)C3CCN(S(=O)(=O)c4cc([N+](=O)[O-])ccc4Cl)CC3)sc2c1	-6	47	5	-33	0	-6	-8	3.8	-1.9	-32	-81
15	CN(C)C(=S)NC(C)(C)C	-5	7	-1	-2	-2	3	?	-0.4	-0.9	-2	11
16	CN(CC(=O)Nc1cc(C(F)(F)F)ccc1-n1cncn1)Cc1nc2ccccc2c(=O)[nH]1	-23	7	.	-8	1	11	6	0.2	-0.8	22	6
17	Cn1c(C(=O)OCC(=O)NCc2cccs2)cc2sccc21	-9	-5	0	2	4	-5	5	0.4	-0.5	9	-29
18	C#CCn1cc(Cl)cc(C(=O)Nc2ccccc2)c1=O	-4	-14	0	-27	-17	9	-5	-0.1	-0.3	-79	-55
19	CCC(C)(C)n1nnnc1C(c1ccc(C)cc1)N1CCN(Cc2ccc3c(c2)OCO3)CC1 (configuration not stated)	-3	0	3	-21	-2	2	16	-0.1	-1.0	3	-7
20	O=C1c2c(O)cc(O)cc2O[C@H](c2ccc(O)c(O)c2)[C@H]1O	-6	-3	3	-14	-3	7	1	0.0	-3.1	14	5
21	CCc1noc(C)c1C(=O)OCC(=O)N(CCOC)c1c(N)n(Cc2ccccc2)c(=O)[nH]c1=O	-6	-16	-1	-4	37	1	4	0.0	0.5	3	13
22	CCCOP(=O)(c1ccc(N(C)C)cc1)C(O)c1cc(OC)c(OC)c(OC)c1 (configuration not stated)	-4	5	2	-32	2	5	0	0.4	0.7	17	34
23	O=[N+]([O-])c1ccc(Oc2cccnc2)c([N+](=O)[O-])c1	-6	-1	.	-3	-4	-5	6	0.4	-1.6	-11	27
24	O=c1oc(-c2ccccc2Br)nc2ccccc12	-3	39	0	3	51	-2	4	-0.2	-0.4	8	7
25	Cc1cc([N+](=O)[O-])ccc1NC1CCCC1	-5	-7	1	-19	0	8	-5	-0.1	-0.1	-15	-8
26	CCCNC(=O)c1ccc(Cn2cc(C(F)(F)F)ccc2=O)cc1	-4	3	-1	-9	0	-2	24	-0.3	0.8	8	0
27	O=C(CN1C(=O)c2ccccc2S1(=O)=O)c1ccccc1Cl	.	78*	1	-30	-2	-13	-4	-0.2	-0.2	41	48*
28	COc1ccc(/C=C/C(=O)Nc2cc(S(=O)(=O)N3CCOCC3)ccc2C)cc1OC	-1	-3	4	3	-1	-4	-6	-0.2	0.5	27	25
29	Cc1cc(NC(=O)COc2coc(CN3CCN(c4ccc(F)cc4)CC3)cc2=O)no1	-1	-2	-1	-1	-5	7	0	0.0	0.3	17	-10
30	CCOc1ccccc1N(C)C(=O)c1cc2c(=O)n(CC)c3ccccc3c2s1	-4	2	0	23	7	-5	5	0.0	-0.4	19	8
31	CCC1=C(NCc2ccccc2)COC1=O	-17	.	.	-17	3	-7	12	-0.4	1.1	-11	-7
32	COc1ccc(/C=N/OC(=O)Nc2ccc(Cl)cc2)c(OC)c1	-5	-10	4	10	18	-2	2	0.0	-0.4	-86	-88
33	COc1ccccc1/C=C1\SC(=S)N(NS(=O)(=O)c2ccccc2)C1=O	-16	6	-2	-9	4	-16	-8	-0.2	0.3	5	10
34	O=C(CCC(=O)Nc1ccccc1)N/N=C/c1ccc2c(c1)OCO2	.	-27	.	-3	2	-1	-3	-0.3	-0.4	-140	-31
35	COc1ccc(-c2c(C#N)c(N)nc3c2CCC3)cc1	-4	1	1	-20	-1	10	1	0.4	-0.6	9	9
36	CC1C2CCC(C2)C1OC(=O)c1ccccc1C(=O)O (configuration not stated)	-5	.	.	-22	11	4	1	0.1	-1.1	-9	6
37	COc1ccccc1N1CCN(C(=O)c2ccc(-c3ccccc3)cc2)CC1	-18	-17	1	-75	9	-8	-1	0.0	-0.5	-85	-119
38	O=C(COC(=O)c1ccc(O)cc1)NCCCc1ccccc1	-4	2	.	-21	2	6	2	0.0	0.1	-6	-1
39	OCC[C@@H]1C[C@H](O)[C@@H](O)[C@@]2(OCc3ccc(CO)cc32)O1	-11	.	.	2	-2	.	-1	0.0	-0.9	5	8
40	Cc1ccc(NC(=O)CCCSc2nc3ccccc3[nH]2)cc1	3	7	5	-46	0	-7	18	1.0	-0.9	19	-3
41	CCCS(=O)(=O)NC(=O)C1(C)CCCN(C(=O)COc2ccccc2)C1 (configuration not stated)	-5	.	.	11	-9	1	0	-0.3	3.9	-9	0
42	CC1C=CCC2C(=O)N(c3cccc(C(=O)N4CCCCCC4)c3)C(=O)C12 (configuration not stated)	-8	-2	2	-5	0	18	2	0.1	-0.2	-6	-5
43	CCCCS(=O)(=O)/C=C/[C@H]1[C@H](S(=O)(=O)CCCC)[C@H]2C=C[C@@H]1C2	-5	10	3	0	-1	19	0	-0.1	1.7	0	10
44	Cc1cc(C(=O)CCC(=O)N2CCN(S(=O)(=O)c3cccs3)CC2)c(C)s1	.	-4	-4	2	-3	-8	24	0.3	-1.1	38	11
45	CCC(CC)C(=O)Nc1c2c(nn1-c1ccc(OC)cc1)CS(=O)C2 (configuration not stated)	-6	3	0	-3	-2	-3	8	-0.3	-1.5	1	14
46	COC(=O)CSc1cc(C)nc(SC)n1	-4	12	-1	-7	2	-3	4	-0.1	7.0	9	13
47	Cc1oc(-c2cccc(C(F)(F)F)c2)nc1CN1CCOCC1	-6	-2	-1	-13	-6	5	2	0.3	-1.9	11	-7
48	COc1ccc(C)cc1NC(=O)c1cc(C2CC2)nc2c1c(C)nn2C1CCS(=O)(=O)C1 (configuration not stated)	-6	-4	.	-25	5	-8	-3	0.0	-0.6	19	9
49	CN(CC(=O)Nc1ncn[nH]1)S(=O)(=O)c1ccc(Br)cc1	-7	8	-2	-31	-1	-9	-2	0.0	1.0	2	3
50	CCn1c(=O)cc(SCC(=O)NCCCN2CCN(c3ccc(F)cc3)CC2)c2ccccc21	-6	0	-3	3	12	-4	-1	0.5	4.5	18	-20

# (next part)
item	Compound	CaV13 FRET inh	TRPM1 prom inh	NR2E3 ag-2	NR2E3 ag-1	Granule exo inh	PDI inh	Vif imaging	aDG glyco up	hiPSC survival	Peg3 prom inh	HIF-2a inh
51	Cc1ccc(SC(C)C(=O)N2CCCC2)cc1 (configuration not stated)	-9	4	-2	0	15	14	.	-0.2	0.4	-14	5
52	Cc1ccc(CNC(=O)C(=O)NCC2CCCN2S(=O)(=O)c2cccs2)cc1 (configuration not stated)	-6	-3	-3	5	-4	-6	-7	0.8	1.8	19	9
53	Cc1ccccc1-c1cc2nc(-c3ccc([N+](=O)[O-])cc3)cc(=O)n2[nH]1	16	7	3	6	0	-1	-4	-0.1	6.7	2	4
54	COCCNC(=O)NC(=O)COC(=O)C12CC3CC(CC(NC(C)=O)(C3)C1)C2	-5	1	1	-17	1	7	10	-0.2	-3.6	7	0
55	CC(C)Oc1cc(O)c2c(=O)c(-c3ccc(O)cc3)coc2c1	-5	-60	0	-194	1	-5	9	0.2	-0.3	-444	-328
56	COc1ccc(Cc2nnc(NC(=O)c3ccccc3C)s2)cc1	-5	-4	-3	-12	?	10	2	0.0	0.1	8	-24
57	Cc1ccc(-n2c(SCc3cn4ccsc4n3)nc3ccccc3c2=O)cc1	.	5	2	-7	21	-2	-4	0.1	0.0	2	8
58	Cc1ccc(-c2nnn(CC(=O)N(c3ccccc3)C(C(=O)NCC3CCCO3)c3ccc(F)cc3)n2)o1 (configuration not stated)	9	6	6	-16	0	9	-12	-0.2	-0.4	9	6
59	Cc1c(NC(=O)C2CC=CCC2C(=O)O)c(=O)n(-c2ccccc2)n1C (configuration not stated)	.	6	0	3	5	13	-3	-0.1	0.9	5	5
60	COc1cc(Cn2nnc3ccccc32)cc(Br)c1O	-20	16	4	-11	-4	4	11	0.0	-0.4	30	20
61	COc1ccccc1N1CCN(C(=O)/C=C/c2cccs2)CC1	-19	-11	-1	-1	-2	-5	5	0.2	-1.9	-25	-39
62	CCOC(=O)Cn1c(C)[n+](C)c2cc(Cl)c(Cl)cc21	-3	.	-1	10	-1	6	2	0.0	2.8	4	15
